C-LANA FP: blocks KSHV LANA C-terminal domain binding to DNA. hit rate 0.078% among 340,000. inhibition, % at 9 µM. MBP-C-LANA/FAM-LBS DNA binding, fluorescence polarization;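 active = highest replicate inhibition at or above 60% at 9 µM, even if other replicates fall short; inactive = all replicates below 60% inhibition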;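 also: 0% = neutral control wells and 100% = 4 µM acridine orange control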
Cardiac RTF inh: cardiac RTF calcium desensitization | hit rate 0.12% among 340,000 | P19429+P45379 | IANBD-labeled cardiac RTF, Ca2+ fluorescence | inhibition, % at 7.15 µM;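 active = inhibition above the mean inhibition of all tested compounds plus 3 SD, cut at about 17% in these data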;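 also: assay run at fixed EC70 calcium of 1.6 mM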
PfHsp90 yeast 2: inhibits growth of yeast expressing Plasmodium falciparum Hsp90; S. cerevisiae expressing PfHsp90, BacTiter-Glo ATP, 48 h; yeast lacking PDR1 and PDR3 efflux regulators; inhibition, % at 9.4 µM; hit rate 0.32% among 310,000;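 active = every replicate shows inhibition above about 80%, whatever the replicate mean, limit read from the data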;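 also: 0% = DMSO neutral controls and 100% = 20 µM radicicol positive controls; yeast relying on Plasmodium falciparum Hsp90 in place of its own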
Rtt109 Vps75: C. albicans Rtt109 histone acetyltransferase inhibition; hit rate 0.16% among 330,000; Q5AAJ8; inhibition, % at 34.9 µM; purified Rtt109/Vps75, ThioGlo CoA-SH fluorescence, 4 h;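 active = inhibition of at least 50% in every replicate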
CDK5 inh: inhibitors of human CDK5/p35 kinase | Q00535+Q15078 | Recombinant CDK5/p35, ADP-Glo luminescence, 60 min | inhibition, % at 10 µM | hit rate 0.01% among 330,000 | AID 488839;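 active = highest replicate inhibition of at least 50% and at least 75% of replicates reaching 50%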;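 also: plate controls were DMSO neutral control for no effect and GW8510 at 10 µM for full effect; many of its hits are not listed in these tables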
RTF Ca sens act: increases calcium sensitivity of human cardiac regulated thin filaments. P19429+P45379. IANBD-labeled TnC RTF fluorescence at EC20 calcium; 0% EC20 calcium, 100% full calcium. activation, % at 7.2 µM. hit rate 0.24% among 340,000;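 active = activation above the mean over all tested compounds plus 3 SD, cut at about 30% in these data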;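 also: rise in fluorescence read as greater calcium sensitivity of cardiac thin filaments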
NSD2 HMT inh: blocks human histone methyltransferase NSD2 | O96028 | NSD2 peptide methylation, AlphaScreen, 120 min | inhibition, % at 12.5 µM | hit rate 0.54% among 310,000 | AID 743445; in the data active = inhibition above about 50%
Keap1 Nrf2 FP: inhibitors of human Keap1-Nrf2 protein-protein interaction; Q14145; Keap1 Kelch-Nrf2 peptide fluorescence polarization, 1536-well; inhibition, % at 9.4 µM; hit rate 0.15% among 340,000; in the data active = inhibition above about 12%;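 also: human Keap1 Kelch domain with fluorescein labeled Nrf2 9mer peptide probe; 0% = neutral control wells and 100% = peptide positive control; higher means more block of Keap1 binding to Nrf2 peptide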
Target sequence (Q14145 whole entry, looked up, the tested form may be a part): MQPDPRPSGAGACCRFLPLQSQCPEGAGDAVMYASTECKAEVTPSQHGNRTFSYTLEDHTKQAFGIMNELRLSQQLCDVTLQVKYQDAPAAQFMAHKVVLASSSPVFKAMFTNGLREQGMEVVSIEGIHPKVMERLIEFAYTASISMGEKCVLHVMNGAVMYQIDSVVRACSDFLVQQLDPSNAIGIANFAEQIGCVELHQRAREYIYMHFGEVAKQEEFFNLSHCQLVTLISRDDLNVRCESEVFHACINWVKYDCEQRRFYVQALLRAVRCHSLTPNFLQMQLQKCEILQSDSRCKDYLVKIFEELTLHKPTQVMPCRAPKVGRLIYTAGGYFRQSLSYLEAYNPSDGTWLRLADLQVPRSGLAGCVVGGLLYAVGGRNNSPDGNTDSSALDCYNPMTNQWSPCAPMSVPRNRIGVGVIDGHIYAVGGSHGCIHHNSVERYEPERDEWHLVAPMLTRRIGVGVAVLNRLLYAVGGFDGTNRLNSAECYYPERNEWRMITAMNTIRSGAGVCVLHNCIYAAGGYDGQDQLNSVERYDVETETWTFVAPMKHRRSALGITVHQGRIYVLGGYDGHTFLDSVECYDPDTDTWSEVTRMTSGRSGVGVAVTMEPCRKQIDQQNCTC
SUMO Mot1 rescue: blocks SUMOylation pathway, rescuing yeast Mot1-301 growth | S. cerevisiae Mot1-301 growth rescue, ATP luminescence, 38.5C; percent above DMSO median, 100 means doubled | growth rescue, % at 18.8 µM | hit rate 1% among 320,000 | AID 2716;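 active = every valid replicate shows activation above 250% relative to neutral control wells; inactive = the rest, any valid replicate at or below 250%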;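 also: OY570 slx delta 5 strain wells were the positive control but not used for scaling; some compounds called inactive have numbers as strong as hits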
dFosB act: enhances mouse delta FosB homodimer DNA binding | P13346 | purified delta FosB, TAMRA-CDK5 oligo fluorescence polarization; percent of positive-control signal above neutral wells | activation, % at 25 µM | hit rate 0.99% among 340,000 | AID 493131;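 active = mean activation above about 17%, with every replicate also reaching it, limit read from the data, passing the limit was not always enough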;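 also: fluorescence polarization rise as delta FosB binds a TAMRA Cdk5 AP-1 oligo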
Target sequence (P13346 whole entry, looked up): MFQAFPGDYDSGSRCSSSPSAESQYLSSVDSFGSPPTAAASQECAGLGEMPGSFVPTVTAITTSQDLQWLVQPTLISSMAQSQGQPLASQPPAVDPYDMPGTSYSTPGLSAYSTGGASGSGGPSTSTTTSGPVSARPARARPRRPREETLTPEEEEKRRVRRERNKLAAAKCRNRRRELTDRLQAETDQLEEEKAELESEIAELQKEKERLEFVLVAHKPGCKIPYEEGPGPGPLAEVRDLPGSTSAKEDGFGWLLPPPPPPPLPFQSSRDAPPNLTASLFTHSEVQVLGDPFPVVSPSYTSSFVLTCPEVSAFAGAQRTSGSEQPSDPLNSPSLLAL
PvdQ inh: P. aeruginosa PvdQ acylase inhibition. purified PvdQ acylase, fluorescence plate reader. inhibition, % at 10 µM. hit rate 0.063% among 340,000. AID 488965; in the data active = inhibition above about 30%, passing the limit was not always enough;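 also: 0% = vehicle neutral wells and 100% = reference inhibitor wells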
Numbers without * were called inactive; . = no result given.

Start of the data: the first 3 compounds as a preview:
Order of results – C-LANA FP	Cardiac RTF inh	PfHsp90 yeast 2	Rtt109 Vps75	CDK5 inh	RTF Ca sens act	NSD2 HMT inh	Keap1 Nrf2 FP	SUMO Mot1 rescue	dFosB act	PvdQ inh
CCn1c(NCCO)nc2c(c1=O)C(C)(CC)Cc1ccccc1-2 (centres undefined)
 : 1.8	4.4	15.4	-7.2	0.0	2.9	32.3	-1.6	-2.1	-3.5	-20.0
COc1ccc2c(c1OC)C(=O)OC2Nc1nc(-c2cc3ccccc3oc2=O)cs1 (centres undefined)
 : -0.2	-0.4	48.6	3.1	4.4	-8.5	-0.7	1.1	.	-3.9	-16.6
COc1cccc(/C=N/NC(=O)Cn2ccnc2C)c1
 : 0.9	-5.3	-22.5	1.3	-2.3	-5.5	-0.8	1.9	-12.4	0.4	-1.6

This part in full, from the start:
Order of results – C-LANA FP	Cardiac RTF inh	PfHsp90 yeast 2	Rtt109 Vps75	CDK5 inh	RTF Ca sens act	NSD2 HMT inh	Keap1 Nrf2 FP	SUMO Mot1 rescue	dFosB act	PvdQ inh
CCn1c(NCCO)nc2c(c1=O)C(C)(CC)Cc1ccccc1-2 (centres undefined)
 : 1.8	4.4	15.4	-7.2	0.0	2.9	32.3	-1.6	-2.1	-3.5	-20.0
COc1ccc2c(c1OC)C(=O)OC2Nc1nc(-c2cc3ccccc3oc2=O)cs1 (centres undefined)
 : -0.2	-0.4	48.6	3.1	4.4	-8.5	-0.7	1.1	.	-3.9	-16.6
COc1cccc(/C=N/NC(=O)Cn2ccnc2C)c1
 : 0.9	-5.3	-22.5	1.3	-2.3	-5.5	-0.8	1.9	-12.4	0.4	-1.6
COc1ccc(CCNS(=O)(=O)c2cc3c4c(c2)CCN4C(=O)CC3)cc1OC
 : 1.2	-7.8	-9.6	-9.2	-3.8	0.7	-1.6	-5.0	.	-1.0	-12.7
O=C(Nc1nccs1)NC(C(F)(F)F)C(F)(F)F
 : -2.4	2.8	-27.0	1.7	1.0	-9.6	0.4	2.7	6.7	5.8	-1.3
COc1ccc(Cl)cc1NC(=O)C1COc2ccccc2O1 (centres undefined)
 : 0.1	3.5	-3.4	-6.9	-2.8	3.4	-4.9	1.6	-0.2	1.9	-14.6
COC(=O)c1cccc(NS(=O)(=O)c2ccc(OC)cc2)c1C
 : 0.5	-0.4	0.5	-2.5	0.1	-1.2	-2.6	6.0	-1.1	-2.6	6.9
O=C(O)c1ccccc1C(=O)Nc1nccs1
 : -1.1	-8.8	-6.0	7.2	1.1	1.2	-1.7	5.0	23.5	2.2	-5.0
O=C(NNS(=O)(=O)c1ccc(F)cc1F)C1Cc2c(ccc3ccccc23)O1 (centres undefined)
 : -1.2	3.9	-28.7	-1.8	-6.3	-1.0	1.5	-0.1	-21.3	3.0	-9.4
CCC(c1nnnn1Cc1ccccc1)N(Cc1cc2cc(OC)ccc2[nH]c1=O)CC1CCCO1 (centres undefined)
 : 0.1	-5.9	-2.8	-5.3	1.0	4.2	2.7	-8.2	-11.0	-14.6	-16.0
COC(=O)c1ccc(NC(=O)C2C3C=CC(C3)C2C(=O)O)cc1 (centres undefined)
 : -1.3	-3.7	3.8	-9.4	-0.9	-4.3	29.2	2.6	68.9	-0.4	-4.0
O=[N+]([O-])c1ccc(C[n+]2cccc3c4ccccc4ccc32)cc1
 : -4.3	-9.8	-0.7	-18.6	-2.0	13.8	1.5	-5.6	-5.9	-4.9	-7.3
CCOc1ccc(CNC(=O)CCCC(=O)n2ncc3cc(C)ccc32)cc1
 : 0.5	-2.5	-13.8	-2.0	-3.2	1.4	.	-2.3	-7.6	-6.4	-7.9
CN(/N=C/c1ccc(-c2ccc([N+](=O)[O-])cc2)o1)c1ccccc1
 : -1.6	-25.1	-5.7	1.8	-1.3	16.1	1.2	-1.1	-5.3	1.1	-8.6
CCOC(=O)C(CC)Sc1nnc(COc2ccc(C)cc2)n1-c1ccccc1 (centres undefined)
 : -0.5	-5.4	68.4	-19.5	0.1	-0.5	-2.9	-2.7	-4.4	-9.9	-11.2
COc1ccccc1NC(=O)COC(=O)CCS(=O)(=O)c1ccc(C)cc1
 : -2.0	-5.3	37.1	0.6	-0.2	3.5	-0.3	-1.5	-1.6	-10.5	-10.0
Cc1nn(C(=O)c2ccc([N+](=O)[O-])cc2)c(C)c1Br
 : -0.4	-8.1	-6.5	-0.5	1.1	12.6	0.5	-0.7	79.2	-0.7	-7.7
CCC1CN(S(=O)(=O)c2cc(-c3cc(C)no3)ccc2OC)c2cc(C)ccc2O1 (centres undefined)
 : 0.3	-3.6	12.2	-4.0	0.7	4.7	-3.5	-1.6	-3.8	-9.6	-11.4
CCCC/C(O)=C1\C(=O)CC(C)(C)CC1=Nc1ccc(OC)cc1
 : 2.5	0.7	-8.9	-0.3	-1.3	2.0	-1.6	3.1	44.7	-2.7	-10.3
CNC(=O)c1cc2cc(OC)ccc2oc1=O
 : 1.1	2.7	3.4	-155.9	-0.8	2.1	15.1	-2.6	4.0	-6.3	1.3
COc1cccc(/C=N/NC(=O)c2ccncc2)c1OC(=O)c1ccc(Br)cc1
 : -0.9	-15.3	-8.8	15.9	1.1	7.8	4.5	1.4	-1.0	-13.2	-4.0
CCOC(=O)CCc1c(C)nc(SCc2ccc(C(=O)O)cc2)c(C#N)c1C
 : 2.6	3.0	16.0	5.9	0.0	-4.4	-6.0	-3.1	11.9	3.8	14.3
CCCc1cc(=O)oc2c3c(cc(OCC(=O)N4CCC[C@H]4C(=O)O)c12)OC(C)(C)CC3
 : 0.4	-1.9	5.7	-23.6	0.3	1.9	.	-8.1	9.2	-12.8	0.0
CSC(=NC#N)N1CCN(C(c2ccccc2)c2ccccc2)CC1
 : 0.0	-0.4	3.8	-4.5	-1.1	1.7	1.5	-0.3	-27.5	-0.9	-11.0
O=S(=O)(c1ccc(Cl)nc1)N1CCN(c2ncccn2)CC1
 : 0.5	-5.5	-1.1	13.3	0.6	-4.0	-9.6	-0.3	-3.5	-1.4	2.6
Cc1ccc(NC(=O)COc2ccc(/C(N)=N/O)cc2)cc1C
 : 1.0	0.5	-41.1	0.6	-1.9	-0.2	-1.0	1.0	-14.3	2.3	-22.2
CC(=O)Nc1ccc(OC(=O)CC2SC(=O)NC2=O)cc1 (centres undefined)
 : -0.7	-12.6	.	13.9	-0.8	-5.4	0.7	-3.1	2.8	-0.6	-4.5
COc1ccc(CC(=O)Nc2nccs2)cc1S(=O)(=O)N1CCOCC1
 : -0.1	-5.7	-2.3	-3.9	0.1	-3.0	-0.7	-4.2	-13.2	-5.5	-10.6
O=C(O)c1cc(O)c2c(c1)[C@@H]([C@H]1c3cc(C(=O)O)cc(O)c3C(=O)c3c(O[C@@H]4O[C@H](CO)[C@@H](O)[C@H](O)[C@H]4O)cccc31)c1cccc(OC3O[C@H](CO)[C@@H](O)[C@H](O)[C@H]3O)c1C2=O (some centres undefined)
 : 9.2	59.3*	5.7	-3.6	2.8	-39.3	.	-2.4	-32.8	-8.5	-5.0
CCOC(=O)C1CCN(C(=O)COC(=O)c2ccccc2OCC)CC1
 : -1.7	-0.9	.	-1.5	-1.3	-0.1	-2.9	-0.3	-4.5	1.4	-5.9
COCc1nnc(NC(=O)c2ccc(OC)cc2OC)s1
 : 0.9	5.1	-4.3	.	-2.1	-1.4	-5.4	-1.6	341.7	-18.9	5.2
Cn1ncc(Br)c1C(=O)Nc1c(F)c(F)cc(F)c1F
 : -0.8	-4.9	.	-0.9	-2.1	3.2	0.9	-3.0	-10.4	-5.0	-9.5
CCCOc1ccccc1C(=O)N(Cc1cccc(Br)c1)C1CCS(=O)(=O)C1 (centres undefined)
 : -0.5	-5.0	-15.2	7.8	0.8	-5.2	3.6	-1.1	-8.4	-12.0	-14.2
COc1ccc(-c2sc3ccc(N4CCOCC4)cc3c2-c2ccc(OC)c(F)c2)cc1
 : -2.6	-5.0	-11.1	-3.3	-0.5	0.7	.	-4.7	-16.3	-3.7	-13.9
COc1cc(/C=C2/C(=O)N(c3ccc(C)c(C)c3)N=C2C)cc([N+](=O)[O-])c1O
 : 1.1	-3.4	-12.5	8.8	-0.8	-4.1	37.4	-5.6	-7.1	-8.4	-2.0
Cn1c(CCC(=O)OCC(=O)Nc2ccc(Oc3ccccc3)cc2)nc(=O)c2ccccc21
 : -1.8	4.8	.	5.5	-2.2	-0.4	-1.6	4.3	9.2	-3.1	4.6
Cc1ccc(NC(=O)C2CCN(S(=O)(=O)c3cnc[nH]3)CC2)cc1C
 : -0.1	-1.3	-0.8	3.8	0.2	-5.8	0.8	-1.4	.	-3.8	-12.7
COC(=O)c1ccc(C(=O)OC)c(NC(=O)C2CC(=O)N(C3CCCC3)C2)c1 (centres undefined)
 : 2.5	-4.4	1.9	1.8	1.6	3.9	0.9	0.2	.	-6.5	-11.6
Clc1ccc2nnc(Cl)n2n1
 : -1.5	-5.2	19.8	-3.2	-1.7	0.9	.	6.1	11.7	-5.7	2.2
CCOc1cc(OCC)c(C(C)=O)cc1OCC
 : -1.2	-3.0	-7.7	18.4	-2.4	-1.8	.	-2.5	5.2	-6.3	9.5
Cc1ccc(-n2nc3c(=O)n(CCCC(=O)NCc4ccc(Cl)cc4)nc(C)c3c2C)cc1
 : -0.2	3.9	6.6	-5.3	1.1	2.4	3.0	6.2	-1.8	5.3	-8.0
CCC(C)NC(=O)C(=O)NC1CCCC1 (centres undefined)
 : -2.1	6.7	27.1	9.6	0.4	0.3	-5.7	-4.3	.	-0.2	9.0
O=C(O)COc1c(Cl)cc(/C=C2/NC(=O)NC2=O)cc1Br
 : -1.9	-5.5	-41.4	2.1	-0.7	10.9	-0.7	-3.6	165.9	3.0	2.3
O=C1/C(=C/c2cccnc2)N=C2CCCCCN12
 : -0.6	-6.2	7.2	-2.4	-2.2	-2.7	-3.3	-8.4	-7.0	1.3	-27.2
CCOc1cc(/C=C2\C(=O)ON=C2c2ccccc2)cc(Br)c1O
 : 0.4	1.0	-8.1	2.2	10.3	-3.1	41.8	-41.3	25.2	0.7	1.8
Cn1c(CNC(=O)CNS(=O)(=O)c2ccccc2)cc(=O)n(C)c1=O
 : -0.9	-9.8	10.1	-2.5	1.4	1.7	0.7	-1.2	6.7	0.1	5.6
Cc1cc(Cl)ccc1OCCCC(=O)NCc1ccncc1
 : 1.0	-15.7	12.0	0.3	0.7	1.2	-0.6	3.3	-9.3	6.1	-14.2
CCOC(=O)C1CCN(C(=S)Nc2cccc(C)c2C)CC1
 : 0.9	-3.4	-0.3	-6.6	-3.1	-2.2	4.3	-9.5	-5.2	-10.8	-10.7
Cc1cc(N2C(=O)C3C4CC(c5ccccc5)C(C4)C3C2=O)no1 (centres undefined)
 : 0.1	-11.0	-20.7	4.8	-3.3	9.6	-4.5	-2.0	-13.1	-17.5	-13.7

The order is random, and some 3.2% of all compounds hit somewhere here.
